Compound activity: PubChem BioAssay, Sanford-Burnham Center for Chemical Genomics
TAG inh: triacylglycerol accumulation inhibition. H9c2 cells, Nile Red lipid (TAG) fluorescence; cells loaded with 200 µM oleic acid. inhibition, % at 12.5 µM. actives 0.66% (n = 230,000);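 active = pattern-corrected inhibition of lipid staining of at least 50% with the nuclear-stain viability signal not falling by more than 50%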;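 also: 0% = DMSO wells and 100% = triacsin C control wells; some results filed as inactive read as strong as hits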
TAG inh DAPI viability: further read-out of TAG inh, marked with its call; DAPI nuclei signal change (viability), lower = more cytotoxic, %;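 whole-well DAPI fluorescence read on a plate reader as a viability signal; minus 50 percent equals half of cells still viable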
* = called active by the depositor. Some of the compounds tested (hit frequency here may not be typical).

SMILES | TAG inh | TAG inh DAPI viability
CCN1C(=O)CC(C(=O)NCCc2ccc(S(N)(=O)=O)cc2)SC1=Nc1ccc(OC)cc1 (stereo not given) | -0.1 | -0.8
OCCCc1cn(-c2ccccc2)c2ccccc12 | -20.2 | 2.8
CC(=O)Nc1ccc(OCC(O)CN2CCN(c3ccccc3Cl)CC2)cc1 (stereo not given) | 0.6 | 3.4
C#CCN(C[C@@H]1[C@@H](OC(=O)NCc2ccccc2F)[C@@H](OC(=O)NCc2ccccc2F)Cn2c(=O)ccc(=O)n21)S(=O)(=O)c1ccc(C)cc1 | 69.3* | -45.7*
COc1cc(C(=O)N2CCN(c3cccc(C)c3C)CC2)cc(OC)c1OC | 55.7* | -32.1*
Cc1ccc(CN2CCCC2(C)C(=O)NC(C)C)cc1 (stereo not given) | -6.1 | 2.6
COCc1cccc(-c2csc(C(NC(C)=O)c3cccc(F)c3)n2)c1 (stereo not given) | 9.2 | -10.8
CCCCCC(=O)NNC(=O)c1c(O)c2ccccc2n(CC)c1=O | 3.7 | -7.2
O=C(NCCc1ccccc1)c1ccco1 | 11.0 | 5.9
CCCCNC(=O)N(C)c1nncnc1C(=O)NC | 3.7 | -10.3
CC1(Oc2cccc(F)c2)CCN(Cc2ccc(-c3ccccn3)cc2)C1 (stereo not given) | -4.7 | 2.2
Clc1ccc(NC2(c3nnnn3C3CCCCC3)CCCCC2)cc1 | 27.7 | -24.2
CC(C)(C)OC(=O)C[C@H]1C/C=C\C[C@@H](CC(=O)N(CCO)Cc2ccccc2)C(=O)N[C@H](Cc2c[nH]c3ccccc23)COC1=O | 11.2 | -5.7
O=C1c2nc3cc(-c4ccco4)[nH]n3c(=O)c2CN1C1CCCCC1 | -2.1 | -1.3
CC(C)OCCCNC(=S)NNC(=O)C(c1ccccc1)c1ccccc1 | -2.1 | 3.2
Nn1c(SCC(=O)NC2CCCCC2)nnc1-c1ccccc1F | -14.8 | 2.8
C=CCNC(=O)Nc1ccc(Cl)cn1 | 9.1 | 0.1
COc1cccc(NC(=O)OCCN2CCN(Cc3ccccc3)CCC2=O)c1 | 7.2 | 5.9
Cc1ccc(OCC(=O)N2CCc3ccccc3C2)cc1C | -9.2 | 5.2
NC(N)=NC1=NC(=O)/C(=C/c2ccccc2-n2cccn2)S1 | -3.6 | -10.4
CCOc1ccccc1N(C(=O)Cn1nnnc1-c1ccc(C)o1)C(CC)C(=O)NC(C)(C)C (stereo not given) | 8.1 | 13.7
CCc1ccc(CNCc2cccnc2)cc1 | -15.8 | -1.3
CCc1ccc2[nH]c(=O)c(CN(Cc3ccco3)C(=S)NCC3CCCO3)cc2c1 (stereo not given) | 4.6 | -2.1
O=C(NC(n1ccc(=O)[nH]c1=O)C(Cl)(Cl)Cl)C12CC3CC(CC(C3)C1)C2 (stereo not given) | -1.9 | 2.5
CC(=O)Nc1cc(-c2ccc(C(=O)NC3CC3)cc2)cn2c(-c3ccc(F)c(Cl)c3)cnc12 | 7.9 | -4.3
CN(C)S(=O)(=O)c1cccc(NC(=O)c2ccc(N3CCCC3=O)cc2)c1 | 25.9 | -3.9
COC(=O)c1cc(NS(=O)(=O)c2cccc(Cl)c2)ccc1N1CCOCC1 | 3.0 | -0.5
CCC1CCC(C(=O)NC(C(=O)Nc2ccc3c(c2)OCCO3)C(C)C)CC1 (stereo not given) | 5.2 | -0.6
CC(=O)Nc1ccc(Oc2ccc3nc(C)[nH]c3c2)cc1 | 4.9 | -8.4
Cc1[nH]c2ccccc2c1C(=O)CN1CCN(C/C=C/c2ccccc2)CC1 | -6.8 | 3.3
N#CCC(=O)Nc1ccc(C(=O)OCC(=O)c2ccc3c(c2)OCO3)cc1 | 1.1 | -3.9
CC1(C)CC(=O)C(N=Nc2cc3c(cc2[N+](=O)[O-])OCCO3)=C(O)C1 | 8.9 | -6.2
Cc1ccc(S(=O)(=O)N2CCCOC2CNC(=O)C(=O)NCCc2ccco2)cc1 (stereo not given) | 11.9 | 9.2
O=c1o[nH]c(-c2ccccc2)c1-c1ccccc1 | -6.7 | 1.6
N#CCSc1ccccc1NC(=O)COc1ccc(-c2nnco2)cc1 | -28.0 | 2.4
O=S(=O)(c1cc(Cl)ccc1Cl)N1CCN(Cc2ccco2)CC1 | -3.2 | 5.1
CCn1nc(C)cc1C(=O)NC1CCCc2c1cnn2-c1ccc(C)c(C)c1 (stereo not given) | -12.2 | 2.5
O=C(O)Cc1cn(Cc2ccc(F)cc2)c2ccccc12 | 1.6 | 3.7
COc1ccc(C)cc1NC(=O)c1nnn(Cc2cc(C)ccc2C)c1N | -11.0 | -2.6
O=C(Nc1cccc(S(=O)(=O)NC2=NCCC2)c1)c1ccc(C(F)(F)F)cc1 | -13.5 | 4.3

13 compounds already listed, arranged by length of the SMILES, rising.
SMILES | TAG inh | TAG inh DAPI viability
CCc1ccc(CNCc2cccnc2)cc1 | -15.8 | -1.3
O=C(O)Cc1cn(Cc2ccc(F)cc2)c2ccccc12 | 1.6 | 3.7
CC(=O)Nc1ccc(Oc2ccc3nc(C)[nH]c3c2)cc1 | 4.9 | -8.4
N#CCSc1ccccc1NC(=O)COc1ccc(-c2nnco2)cc1 | -28.0 | 2.4
O=S(=O)(c1cc(Cl)ccc1Cl)N1CCN(Cc2ccco2)CC1 | -3.2 | 5.1
CCn1nc(C)cc1C(=O)NC1CCCc2c1cnn2-c1ccc(C)c(C)c1 (stereo not given) | -12.2 | 2.5
COC(=O)c1cc(NS(=O)(=O)c2cccc(Cl)c2)ccc1N1CCOCC1 | 3.0 | -0.5
CN(C)S(=O)(=O)c1cccc(NC(=O)c2ccc(N3CCCC3=O)cc2)c1 | 25.9 | -3.9
Cc1ccc(S(=O)(=O)N2CCCOC2CNC(=O)C(=O)NCCc2ccco2)cc1 (stereo not given) | 11.9 | 9.2
O=C(Nc1cccc(S(=O)(=O)NC2=NCCC2)c1)c1ccc(C(F)(F)F)cc1 | -13.5 | 4.3
CC1(C)CC(=O)C(N=Nc2cc3c(cc2[N+](=O)[O-])OCCO3)=C(O)C1 | 8.9 | -6.2
CCOc1ccccc1N(C(=O)Cn1nnnc1-c1ccc(C)o1)C(CC)C(=O)NC(C)(C)C (stereo not given) | 8.1 | 13.7
CC(=O)Nc1cc(-c2ccc(C(=O)NC3CC3)cc2)cn2c(-c3ccc(F)c(Cl)c3)cnc12 | 7.9 | -4.3

Following part
SMILES | TAG inh | TAG inh DAPI viability
O=[N+]([O-])c1ccc2nc(NN=Cc3ccc(O)cc3)sc2c1 | 31.4 | 3.0
CC1(C(=O)NS(=O)(=O)c2cccc(C#N)c2)CCN1C(=O)C1(c2ccccc2)CC1 (stereo not given) | 4.8 | 24.3
c1ccn(CCc2ccncc2)c1 | -2.1 | 1.4
O=[N+]([O-])c1nn(-c2ccc3c(c2)OCCO3)n(O)c1=NC1CCCC1 | 18.7 | -13.4
O=C1c2ccccc2C(=O)N1SC1CCCCC1 | 10.4 | -6.8
CC(C)(C)c1ccc(OCCCC(=O)Nc2cccc(S(=O)(=O)N3CCOCC3)c2)cc1 | -3.8 | 2.2
CCN(CC)CCn1c(=N)n(CC(O)c2ccc(OC)c(OC)c2)c2ccccc21 (stereo not given) | 7.0 | 5.3
O=C(c1ccc(Cl)cc1Cl)N1CCN(c2ccc(N3CCOCC3)nn2)CC1 | -6.8 | 1.2
CCCCNC(=O)c1onc(CSc2cccc(C)c2)c1C(=O)O | -6.3 | 0.2
CCOC(=O)c1ccc(S(=O)(=O)N2CCC(C(=O)Nc3nnc(C)o3)CC2)cc1 | -6.6 | 8.0
CC1C(=O)N(Cc2cn(Cc3ccco3)nn2)CCS(=O)(=O)N1Cc1ccc(-c2cccc(N(C)C)c2)cc1 (stereo not given) | 4.3 | 4.4
O=C(NNC(=S)NC(=O)c1cn(-c2ccccc2)nc1-c1ccccc1)c1ccncc1 | -0.2 | 4.6
N#CCCN(C(=O)COC(=O)CCC(=O)c1cccs1)c1ccccc1 | 2.7 | 2.2
CCN1CCN(Cc2nc3c(c(=O)n(C)c(=O)n3C)n2CCc2ccccc2)CC1 | 6.2 | -13.5
O=C(NCCCNC(=O)c1ccco1)c1ccco1 | 2.0 | -2.1
CC(C)CCN(C(=O)C1=COCCO1)c1c(N)n(Cc2ccccc2)c(=O)[nH]c1=O | -7.9 | -3.0
COc1ccc2c(c1)OC[C@H]1[C@H]2N2C(=O)CN(Cc3ccco3)C(=O)[C@@]2(C)[C@H]1c1ccccc1 | 20.3 | -8.1
O=C(Nc1nc(-c2ccc3c(c2)OCCO3)cs1)c1ccco1 | 2.5 | 0.9
CN(C)CCNC(=O)c1onc(CSc2ccc(F)cc2)c1C(=O)NCCN(C)C | 20.4 | -3.3
CCOC(=O)c1c(NC(=O)CSc2nnc(-c3ccc(Cl)cc3)o2)sc2c1CCC2 | -9.7 | 9.9
C=CCn1c(SCC(=O)NC2CCCCC2)nnc1-c1ccccn1 | 10.9 | -1.9
CCCCCN(C(=O)CCC(=O)OCc1ccccc1C(F)(F)F)c1c(N)n(CCCC)c(=O)[nH]c1=O | 3.9 | -14.5
Cc1nn2c3ccccc3nc2n(C)c1=O | -12.3 | 7.9
CC(=O)CC(=O)Nc1ccccc1NC(C)=O | -5.9 | -6.0
Cn1c(CSCCOc2ccccc2)n[nH]c1=S | -13.0 | 2.9
O=C(NC1CC1)C1CCN(C2CCN(C(=O)CCOc3ccccc3)CC2)CC1 | 8.2 | -5.5
CCOC(=O)C1(Cc2cccc(Cl)c2)CCCN(C(=O)c2cc(C(C)C)nn2C)C1 (stereo not given) | -25.8 | 4.3
O=C(Cn1c(NCCCO)nc2ccccc21)c1cccc(Br)c1 | 24.3 | -9.8
CCCCN(C(=O)CCC(=O)Nc1cc(C)on1)C(C(=O)NC(C)(C)CC)c1cccc(OC)c1OC (stereo not given) | 1.9 | -6.3
CC(C)N1CCC2(CC1)N=C(c1ccc3c(c1)OCO3)CC(c1cc(Cl)ccc1O)N2 (stereo not given) | -1.5 | 6.4
O=C(NC1CCN(Cc2ccccc2)CC1)C1CCN(S(=O)(=O)c2cccc3cccnc23)CC1 | 7.5 | 1.2
O=C(NCCCNC(=O)c1ccccn1)c1ccccn1 | 13.3 | -5.4
COc1cc(NC(=O)c2ccc(CNc3c(N4CCOCC4)c(=O)c3=O)cc2)cc(OC)c1 | 10.4 | -12.5
O=C(c1cccnc1)n1nc(-c2ccco2)nc1NCc1cccs1 | -0.3 | 10.7
CC(C)c1ccc(CNc2ccc(N3CCOCC3)cc2)cc1 | -12.3 | -0.4
COc1ccc(-c2nc(C(N)=O)c3[nH]c(=O)n(-c4cccc(Cl)c4)c3n2)cc1OC | 23.1 | -1.1
CCCC(=O)Nc1cc(-c2nn(C)c(=O)c3ccccc23)ccc1N1CCOCC1 | 14.4 | -5.7
COc1ccc(-n2c3c(c(=O)[nH]c2=O)C(NC(C)=O)(C(F)(F)F)C(=O)N3)cc1 (stereo not given) | -5.0 | 5.2
Cn1cccc1C(=O)C(=O)Nc1cccc(Cl)c1Cl | 7.1 | -4.8
Clc1cc(-c2ccccc2)nc(-c2ccccc2)n1 | 14.1 | -10.9
Cc1ccc(NC(=O)COC(=O)COc2ccc(Cl)cc2C)c([N+](=O)[O-])c1 | 5.4 | -1.9
O=C(NCc1ccc(OC(F)(F)F)cc1)c1cccc2c1C(=O)c1ccc(N3CCCCC3)cc1S2(=O)=O | -7.1 | -2.1
Cc1ccc(-n2nc3c(c2NC(=O)c2ccco2)CS(=O)C3)cc1 (stereo not given) | 9.0 | 7.8
O=C(CN1CCN(Cc2ccccc2)CC1)N1CCCc2c1c(=O)oc1ccc(O)cc21 | -2.1 | 1.6
Cc1cc(NS(=O)(=O)c2ccc(NC(=O)C(C)Oc3ccc4c(C)cc(=O)oc4c3)cc2)no1 (stereo not given) | -4.5 | -3.3
COc1c2c(c3c(c1OC)c(=O)c1ccccc1n3C)OCO2 | 8.3 | -6.8
CCOC(=O)c1ccccc1NC(=O)c1cn(-c2ccc(C)c(C)c2)c(=O)c2ccccc12 | -4.7 | 10.3
O=C(Cc1ccc(NC2=NC3CS(=O)(=O)CC3S2)cc1)NCc1ccccc1Cl (stereo not given) | -15.7 | 4.0
COC(=O)Cn1cnc2sc(C)c(S(=O)(=O)N3CCC(C)CC3)c2c1=O | -14.4 | 4.0
COCCn1c(SCC(=O)Nc2cc(C)on2)nnc1-c1c[nH]c2ccccc12 | 5.6 | 3.5
COc1ccccc1N(C)S(=O)(=O)c1ccc(C(=O)Nc2nc(C)cs2)cc1 | 13.7 | 10.3
CC(=O)Oc1ccc(OC(C)=O)c2c1C1C=CC2CC1 | 0.3 | -0.4
COc1ccc(C2=CSC3=NNC4(CCCCC4)NN23)cc1 | -0.8 | -4.4
N=C1S/C(=C\c2ccco2)C(=O)N1c1ccc2c(c1)OCO2 | 6.4 | 0.2
CC(=O)Cn1ncc(Br)c(Br)c1=O | 61.0* | -28.1*
CC1=C(C(=O)NCc2ccccn2)C2(CCC(C)CC2)OC1=O (stereo not given) | -2.3 | 2.2
CC(C)=CC(=O)OCC(=O)Nc1ccc(Cl)cn1 | 1.5 | -5.5
Cc1ccc(S(=O)c2ccc(C)cc2)cc1 | -0.6 | 0.4
O=C(NCCCN1CCCC1=O)C1CCN(S(=O)(=O)c2cccc(Cl)c2Cl)CC1 | -11.0 | 2.8
Cc1ccc(OCC(=O)N(C)CC(=O)Nc2ccccc2Cl)c([N+](=O)[O-])n1 | 2.3 | 9.3
Later entries
SMILES | TAG inh | TAG inh DAPI viability
Cc1ccc(C(=S)N2CCN(Cc3ccccc3)CC2)s1 | 4.3 | 8.7
Cc1nn(C(=O)N2CCOCC2)c(C)c1CN1C(=O)c2ccccc2C1=O | 4.2 | 1.8
CCOC(=O)c1[nH]c(C)c(C(=O)OCC(=O)NC2CCS(=O)(=O)C2)c1C (stereo not given) | -2.7 | 0.5
Cc1ccc(NC(=O)N2CCN(C(=O)C3CCCO3)CC2)cc1 (stereo not given) | -29.6 | 0.4
COc1ccc(-c2csc(NC(=O)CS(=O)(=O)c3ccccc3)n2)cc1 | 5.7 | 5.6
CCOc1ccc(-c2cc(CCCC(=O)N3CCN(c4ccc(OC)cc4)CC3)no2)cc1 | -9.1 | -2.2
